miR-122 sensor: blocks miR-122 activity in Huh7 sensor cells; activation (reporter increase), % at 12.5 µM; Huh7 miR-122 Renilla luciferase sensor, 48 h; neutral wells = 0, positive control = 100; hit rate 0.3% among 340,000;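 active means mean replicate activation score at least 90 and every replicate individually at or above 90; inconclusive means only one of the two criteria met; inactive means neither criterion met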;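 further: higher luciferase means less miR-122 activity so hits act as miR-122 inhibitors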
LGR2 inh: Drosophila LGR2 receptor signaling inhibition. HEK293 LGR2, CRE-luciferase, bursicon-stimulated, 4 h. inhibition, % at 9.99 µM. hit rate 0.35% among 380,000;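 active means drop in luminescence signal, shown as inhibition above about 50% in the replicate tests, limit read from the data, passing the limit was not always enough; inconclusive means probably only some replicates passing the limit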;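 further: agonist challenge used bursicon conditioned medium at about half maximal strength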
Casp6 inh: inhibitors of human caspase-6; P55212; purified caspase-6, Z-VEID-R110 cleavage fluorescence; inhibition, % at 12.5 µM; hit rate 0.53% among 350,000; AID 686996;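 active means mean inhibition across replicates at least about 35%, with every replicate also reaching that limit, limit read from the data; inconclusive means only one of the two criteria met; inactive means neither criterion met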;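 further: 0% = median of neutral control wells and 100% = no fluorescence left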
Target sequence (P55212 24-179 limits assumed): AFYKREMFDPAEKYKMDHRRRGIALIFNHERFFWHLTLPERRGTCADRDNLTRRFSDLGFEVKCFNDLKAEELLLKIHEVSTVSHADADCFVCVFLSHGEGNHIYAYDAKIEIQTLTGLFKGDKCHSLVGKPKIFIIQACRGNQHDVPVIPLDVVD
Target sequence (P55212 194-293 limits assumed): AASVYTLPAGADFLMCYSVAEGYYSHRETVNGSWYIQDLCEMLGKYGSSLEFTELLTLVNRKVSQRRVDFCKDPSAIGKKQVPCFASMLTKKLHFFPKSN
Cneo AK release: Cryptococcus neoformans lysis via adenylate kinase release; C. neoformans lysis, adenylate kinase release luminescence, 4 h; normalised: neutral wells 0, clomiphene wells 100; hit rate 0.2% among 360,000; lysis activity, % at 15 µM; AID 651654;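 active means mean lysis activity across replicates of at least 80%, whatever share of replicates individually reach that level; inactive means mean lysis activity below 80%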
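Assay system: C. neoformans cells. Amount: yeast cell density of 5 × 10^6 cells/mL. Technique: AK luminescence. Buffer or medium: YPD. Times: static 4 h at 37 °C with compound, 1 h detection. Dosing: single-point compound dose. Read-out: lysis from increased AK signal.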
FN deposit inh: fibronectin deposition inhibition. hit rate 0.086% among 350,000. AH1F fibroblasts, Alexa488-fibronectin deposition fluorescence, overnight. inhibition, % at 12.6 µM. AID 743247;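 active means mean inhibition across replicates of 30% or more, regardless of how many single replicates reach that level; inconclusive means mean under 30% yet at least half of replicates reach 30%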;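 further: positive control wells lacked labelled fibronectin entirely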
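Assay system: AH1F fibroblast monolayer, labelled fibronectin deposition. Amount: 10000 cells per well. Also added: labelled fibronectin 24 nM. Compound: single-point pinned compound. Incubation: cell attachment 1 h, compound and FN exposure overnight. Detection: fluorescence after three HBSS washes, excitation 485 nm, emission 525 nm. Read-out: inhibition of fibronectin deposition signal.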
PAX8 inh HTS: lowers PAX8-driven luciferase in RMG-I cells | RMG-I TPO-luciferase reporter, SteadyGlo, 24 h | inhibition, % at 12.6 µM | hit rate 1.2% among 360,000 | AID 652154;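 active means mean replicate inhibition at least 60% with every replicate also reaching 60%; inconclusive means only one of the two criteria is met; inactive means mean below 60% and not all replicates reaching 60%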;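 further: luciferase light reporting Pax8 driven TPO promoter activity; plate controls were median of neutral control wells for no effect and mitoxantrone controls for full effect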
PGC1a acetyl inh: modulators of PGC1a acetylation. U2OS PGC1a acetylation, AlphaScreen anti-acetyl-lysine; with virally co-expressed GCN5 acetyltransferase. inhibition, % at 15.6 µM. hit rate 0.17% among 350,000. AID 651687;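 active means every replicate shows inhibition of at least 40%; inconclusive means mean inhibition at least 40% but some replicate below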;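 further: 0% = neutral control wells and 100% = positive control wells; some results beyond the cut were filed as inactive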
EWS-Fli inh: inhibitors of EWS/Fli oncoprotein transcriptional activity; A673 NR0B1-luciferase reporter, viability-normalised; inhibition, % at 12.6 µM; hit rate 0.67% among 350,000; AID 651661;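 active means mean inhibition of at least 50% after viability correction, with every replicate also passing that limit; inconclusive means mean reaches 50% but only one of two replicates passes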;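 further: firefly luciferase signal divided by Alamar Blue viability fluorescence both relative to DMSO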
* marks the source's active call; other numbers are inactive results; ? = inconclusive; · = no result given; [ ] = dose if it differs, or a comment.

SMILES	miR-122 sensor	LGR2 inh	Casp6 inh	Cneo AK release	FN deposit inh	PAX8 inh HTS	PGC1a acetyl inh	EWS-Fli inh
Cc1ccc(CN(C)C(=O)CCc2c[nH]c3ccccc23)o1	2	9	1	-1	2	-12	·	4
CC1(C(=O)NCC(F)(F)F)CCN1C(=O)C1(c2ccccc2)CC1 (stereo unspecified)	-1	-3	0	-1	1	-1	·	-8
CS(=O)(=O)Nc1ccccc1-c1cccc2nccn12	·	-3	1	5	2	1	·	-5
Cc1ccc(CNC(=O)C2CCN(S(=O)(=O)c3c(C)noc3/C=C/N(C)C)CC2)cc1	·	0	5	-3	3	21	9	-4
CO[C@@H]1CN(C)C(=O)c2cc(NC(=O)c3ccccc3F)ccc2OC[C@@H](C)N(CC2CC2)C[C@H]1C	·	19	1	-11	6	-7	-12	-1
Cc1c(NC(=O)C(c2ccccc2)c2ccccc2)cccc1C(=O)O	3	-6	3	1	-4	-17	-8	-18
Cn1nnnc1SCCNC(=O)C1CCC(=O)N(CCc2ccccc2)C1 (stereo unspecified)	-1	7	0	0	11	-5	1	2
O=C(C1CC1)N1CC[C@@H]2[C@H]1c1cc(Br)ccc1N[C@@H]2CO	12[16.7 µM]	-31	·	-9	-12	-88	10	11
CCCC(=O)Nc1cc(C)c(NC(=O)c2cccs2)cn1	·	9	3	·	-26	5	·	-10
C#CCOCCOCCOCCNc1nc(N2CCOCC2)nc(N2CCN(C(=O)[C@H](Cc3ccc(O)cc3)n3cc([C@@H](N)C(C)CC)nn3)CC2)n1 (stereo partly specified)	-7	8	·	1	-24	-3	0	-7
N#C[C@@H]1[C@H](c2ccccc2C2=CCCC2)[C@H](CO)N1C(=O)CN1CCOCC1	·	-4	1	·	-7	·	7	-20
O=C1c2cccc3cccc(c23)C(=O)N1Cc1ccco1	·	-13	0	·	9	22	-1	-5
O=C(CN1C(=O)c2ccccc2S1(=O)=O)NCc1cccs1	1	4	-1	1	5	-9	·	·
COC(=O)[C@@]1(Cc2ccccc2)[C@H]2C(=O)N(C)C(=O)[C@H]2[C@H]2CN=C(SCc3ccc(C)cc3)N21	-7	0	0	0	3	-18	0	-10
O=C(C[C@@H]1C/C=C\C[C@@H](NC(=O)OCC2c3ccccc3-c3ccccc32)C(=O)OCCNC1=O)N[C@@H](CO)Cc1ccccc1	-5	11	7	1	3	8	-5	1
O=C(/C=C\c1ccc2c(c1)OCO2)Nc1c2c(nn1-c1ccc(Cl)cc1)CSC2	3	17	0	1	-3	3	-5	11
C[C@@H]1CN([C@H](C)CO)C(=O)c2cc(NC(=O)Cc3cn(C)c4ccccc34)ccc2O[C@H]1CN(C)S(C)(=O)=O	-2[16.7 µM]	-8	-1	5	·	11	-7	-21
Cc1onc(-c2ccccc2Cl)c1C(=O)Nc1cccc(-c2nc3ncccn3c2C)c1	1	-4	·	1	9	·	-3	·
COc1ccccc1N1CCN(C(=O)C(OC(C)=O)c2ccccc2)CC1 (stereo unspecified)	-5	·	·	0	-9	-4	·	·
CNC[C@H]1OCCCC[C@H](C)Oc2ccc(NS(=O)(=O)c3ccccc3)cc2C(=O)N([C@@H](C)CO)C[C@@H]1C	9[16.7 µM]	2	·	·	·	-5	-3	-2
CCOC(=O)/C(C#N)=C/Nc1ccccc1NS(=O)(=O)c1cccc(C(C)=O)c1	-10	7	38*	0	·	-4	7	-3
COC(=O)C1=C(C)N(Cc2ccc(C(F)(F)F)cc2)C(=NCc2ccccc2)NC1c1cccc(C(F)(F)F)c1 (stereo unspecified)	·	8	10	·	-6	?	·	34
Cc1noc(C)c1S(=O)(=O)Nc1ccc2c(c1)C(=O)N([C@H](C)CO)C[C@@H](C)[C@H](CN(C)Cc1ccc(Oc3ccccc3)cc1)O2	-8[16.7 µM]	0	-2	-1	·	·	0	10
O=C(Nc1cccnc1)c1scc2c1OCCO2	-6	·	·	2	-1	1	6	·
Cc1c(C(=O)NC2CCCCC2)oc2ccccc12	-6	-62	0	-1	5	-136	-1	-72
SMILES	miR-122 sensor	LGR2 inh	Casp6 inh	Cneo AK release	FN deposit inh	PAX8 inh HTS	PGC1a acetyl inh	EWS-Fli inh
O=c1[nH]c2ccccc2c(=O)n1Cc1ccccc1	-3	·	·	-1	0	-8	1	·
C=CCn1c(CNC(=O)c2ccccc2C)nnc1SCC(=O)NC1CCCC1	4	·	·	2	-4	10	-12	·
COC(=O)Nc1nnc(-c2ccc(OC)cc2)s1	·	-61	1	·	10	-71	·	-48
Fc1ccc(N2CCN(c3nnnn3-c3ccccc3)CC2)cc1	-1	9	16	-3	1	12	-16	-8
N#C[C@@H]1[C@H](c2ccccc2)[C@H](CO)N1S(=O)(=O)c1cccc(F)c1	·	9	-2	48	13	-16	7	-6
CCOC(=O)[C@]12CCCC=C1N(Cc1ccccc1)C(=O)[C@H](CC(=O)NCc1ccc(C)o1)C2	·	21	-1	·	12	-23	·	-7
COc1ccc(CN(C)C[C@@H]2Oc3ccc(NS(=O)(=O)c4ccc(OC)cc4)cc3CC(=O)N([C@@H](C)CO)C[C@H]2C)cc1	·	3	0	·	·	0	-8	-6
O=C(O)c1cccc2c1C(=O)c1cc([N+](=O)[O-])ccc1-2	·	3	1	·	3	·	·	-5
Cc1cccn2c(=O)c3cc(C(=O)NCCN4CCOCC4)n(C)c3nc12	0	2	-4	1	2	·	·	-5
CCOC(=O)Cn1c(=NC(=O)C2CC2)sc2c(C)cc(C)cc21	15	6	2	22	4	19	-6	4
CC1=NN(C(C#N)c2ccccc2C)C(C)(C)C1 (stereo unspecified)	·	-1	-4	·	-10	3	·	6
O=S1(=O)N=C(Oc2ccccc2)c2ccccc21	-8	·	·	0	-5	-11	2	·
C[C@H]1CN([C@@H](C)CO)S(=O)(=O)c2ccc(-c3ccccc3F)cc2O[C@H]1CN(C)Cc1cccnc1	4[16.7 µM]	7	0	63	8	19	1	-3
CN(C)C(=O)c1ccc(-c2ccc([C@H]3[C@@H](CO)N4C(=O)CN(C(=O)C5CCCC5)C[C@H]34)cc2)cc1	·	11	6	·	-5	-14	-16	3
O=C(COc1ccc(Br)cc1CO)Nc1ccccc1F	1	-37	·	-16	·	·	-2	·
CC(C)CC#Cc1ccc([C@H]2[C@@H](CO)N3C(=O)CN(C(=O)Cc4ccccc4)C[C@H]23)cc1	·	-16	-1	·	·	·	17	2
OC1(c2ccc(Cl)c(Cl)c2)C[n+]2ccccc2N1Cc1ccccc1 (stereo unspecified)	14	13	0	1	5	-24	·	42
C=CCC[C@H](CCCCC)OC(=O)/C=C/[C@@H](O)[C@H](O)C[C@@H](O)CC=C	·	5	-4	·	-6	4	·	11
O=C(NNS(=O)(=O)c1ccc(F)cc1)c1ccc2c(c1)OCO2	·	-11	-7	-1	-5	-6	·	-11
CC(=O)C1=C(C)N(Cc2ccc(F)cc2)C(=S)NC1c1cccc(F)c1 (stereo unspecified)	·	-14	-2	·	4	6	·	-1
O=C(Cn1nnc2ccccc2c1=O)Nc1ccc2c(c1)CCC2	·	-17	-1	0	·	·	3	-18
O=C(CNS(=O)(=O)c1ccc(Cl)c(C(F)(F)F)c1)NC1CCCCC1	6	-3	-1	-2	0	-7	4	-7
CC(C)NC(=O)N(C)C[C@@H]1Oc2ccc(NC(=O)Cc3ccccc3)cc2C(=O)N([C@H](C)CO)C[C@@H]1C	3[16.7 µM]	7	1	13	·	-5	-1	-2
Cc1cn2c(=O)c(C(=O)NCc3ccc4c(c3)OCO4)cnc2s1	·	11	1	2	2	-13	-1	2
CC1=C(C(=O)OC(C)C)C(c2cccs2)NC(=O)N1 (stereo unspecified)	0	34	0	4	·	9	-2	-4
SMILES	miR-122 sensor	LGR2 inh	Casp6 inh	Cneo AK release	FN deposit inh	PAX8 inh HTS	PGC1a acetyl inh	EWS-Fli inh
O=C(NC1CCC1)[C@H]1[C@H](CO)[C@H]2Cn3c(ccc(C4=CCCC4)c3=O)[C@H]2N1C(=O)C1CCC1	·	2	2	·	·	2	2	-3
CCc1ccc(OCC(=O)N/N=C/c2cc([N+](=O)[O-])ccc2N2CCOCC2)cc1	-1	-13	0	-3	9	31	-3	8
COC(=O)c1ccc(CO/N=C/c2cccc([N+](=O)[O-])c2)cc1	-1	-2	1	2	0	-6	-2	7
O=C(Nc1sc2c(c1C(=O)NCCO)CCCC2)c1ccco1	3	0	3	-1	2	6	-15	-7
CC(C(=O)Nc1ccc(Cl)cc1)N1C(=O)NC2(CCCC2)C1=O (stereo unspecified)	-5	0	0	0	-2	3	·	-1
CC1CCCCC1NC(=O)c1cc(=O)[nH]c2ccccc12 (stereo unspecified)	-5	9	5	0	-6	3	3	3
Cc1ccc(-c2ccc([C@@H]3[C@H](CO)N4CCCCN(Cc5ccccn5)C[C@@H]34)cc2)cc1	7[16.7 µM]	-54	·	2	·	-17	1	-19
Cc1cccc(-c2nsc(SCC(=O)NCc3ccc4c(c3)OCO4)n2)c1	7	4	·	·	7	3	·	·
CC(=O)OCC1=C(C(=O)O)N2C(=O)C(NC(=O)CCn3nc(C(F)(F)F)c(Br)c3C3CC3)C2SC1 (stereo unspecified)	·	4	30	·	1	0	-5	5
COc1ccc(-c2nc3c4ccccc4ccn3c2C=O)cc1	·	-36	1	·	-2	-17	·	-4
C[C@H](CO)N1C[C@H](C)[C@H](CN(C)S(=O)(=O)c2ccc(F)cc2)Oc2ccc(NS(=O)(=O)c3ccccc3)cc2CC1=O	-5[16.7 µM]	12	·	1	·	-4	1	8
O=C(NCc1ccccc1F)c1cccs1	-1	·	·	0	-2	·	6	·
CC(Sc1nc2ccccc2[nH]1)C(=O)Nc1ccccc1F (stereo unspecified)	6	·	-2	0	-7	3	·	-10
C[C@H]1CN([C@@H](C)CO)C(=O)c2cccc(NC(=O)Nc3ccc(C(F)(F)F)cc3)c2O[C@H]1CN(C)C(=O)Nc1cccc2ccccc12	-11[16.7 µM]	-13	0	-2	·	·	?	0
Cc1nnc(SCC(=O)Nc2ccc3c(c2)COC3=O)n1-c1ccccc1	1	-19	-2	-4	5	10	-4	-9
Cc1ccc(S(=O)(=O)Nc2ccc3c(c2)C(=O)N([C@@H](C)CO)C[C@@H](C)[C@@H](CN(C)S(=O)(=O)c2ccc(C)cc2)OCCCC[C@@H](C)O3)cc1	-2[16.7 µM]	13	-2	7	8	66*	-9	0
C[N+](C)(C)CCNC(=O)c1ccccc1	·	27	-104	·	3	-12	·	-1
O=C(N[C@@H]1CC[C@H](CCNC(=O)c2ccccc2F)O[C@@H]1CO)c1cnccn1	·	5	1	-9	-5	4	6	-6
O=S1(=O)CCN(C(CCO)c2cccc(C(F)(F)F)c2)CC1 (stereo unspecified)	·	8	-1	·	-8	-5	·	8

Some values from the list.
PAX8 inh HTS with COC(=O)[C@@]1(Cc2ccccc2)[C@H]2C(=O)N(C)C(=O)[C@H]2[C@H]2CN=C(SCc3ccc(C)cc3)N21 is entered as -18
PAX8 inh HTS with COc1ccc(-c2nc3c4ccccc4ccn3c2C=O)cc1 is entered as -17

From PubChem
